# Compound activity (PubChem BioAssay)
# TrxR1 substrate = is turned over as a substrate by rat TrxR1; purified TrxR1 substrate turnover, NADPH consumption readout; Potency, µM (titrated, usually from 114 µM), without a hit: top-dose activity change, negative = substrate turnover; 390,000 compounds, 0.01% hits; AID 588456; also: potency is read from the fitted curve at half-maximal effect; % is scaled to controls: 0 for no effect and ±100 for the full control effect; nearly all actives have a fitted effect of over 50% in size
#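 Rat TrxR1, dispensed at 90 nM, was prereduced with 400 uM NADPH (final) for 5 min at ~22 deg C, then incubated with compound 15 min before 400 uM selenite. A first-read NADPH fluorescence drop versus no-compound background flagged substrates.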
# Vif-A3G inh = inhibitors of Vif-APOBEC3G interaction; Q9HC16; HeLa A3G-eYFP + Vif (tagged APOBEC3G with the HIV-1 protein that degrades it), YFP fluorescence, overnight; Potency, µM (titrated, usually from 46.1 µM), inactives show at the highest dose activity, negative = active, most hits filed as inhibitors; 410,000 compounds, 0.076% hits;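 also: potency is read from the fitted curve at half-maximal effect; % is scaled to controls: 0 for no effect and ±100 for the full control effect; nearly all actives have a fitted effect of over 60% in size; hits raise eYFP signal because A3G escapes Vif-driven loss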
# Target sequence (Q9HC16 whole entry, looked up): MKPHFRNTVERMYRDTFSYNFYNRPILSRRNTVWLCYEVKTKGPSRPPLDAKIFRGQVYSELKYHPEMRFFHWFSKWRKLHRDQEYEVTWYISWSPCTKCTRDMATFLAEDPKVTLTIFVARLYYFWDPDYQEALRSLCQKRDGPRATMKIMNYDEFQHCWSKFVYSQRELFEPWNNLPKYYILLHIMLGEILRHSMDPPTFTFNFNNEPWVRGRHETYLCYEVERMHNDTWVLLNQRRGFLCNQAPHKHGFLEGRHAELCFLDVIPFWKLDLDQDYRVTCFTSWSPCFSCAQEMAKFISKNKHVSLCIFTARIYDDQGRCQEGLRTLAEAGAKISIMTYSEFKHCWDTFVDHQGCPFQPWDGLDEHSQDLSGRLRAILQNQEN
#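 Read-out is eYFP fluorescence (Ex 488/Em 500-530) from Vif-expressing HeLa A3G-eYFP cells; more signal means A3G escaped Vif-mediated degradation. Cells plated overnight, compound pinned in, incubated overnight at 37 deg C.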
# RGS4 inh = inhibitors of human regulator of G protein signaling 4. Potency, µM (highest dose often 114 µM), for inactives: at the top dose activity change, negative = inhibition, actives largely listed as inhibitors. 390,000 compounds, 0.039% hits. Transcreener GDP fluorescence polarization, RGS4-accelerated GTP hydrolysis. P49798; also: potency is read from the fitted curve at half-maximal effect; % is scaled to controls: 0 for no effect and ±100 for the full control effect; nearly all actives have a fitted effect of over 75% in size; some results filed as inactive show a strong effect at the top dose
# Target sequence (P49798 whole entry, looked up): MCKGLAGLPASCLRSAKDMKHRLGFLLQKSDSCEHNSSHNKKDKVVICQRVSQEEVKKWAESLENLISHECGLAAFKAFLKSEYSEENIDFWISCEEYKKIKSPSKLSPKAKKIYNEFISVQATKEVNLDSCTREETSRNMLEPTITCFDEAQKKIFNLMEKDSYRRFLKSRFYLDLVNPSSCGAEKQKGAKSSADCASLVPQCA
#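 MLSMR compounds (23 nl, pin-transferred) preincubated 10 min at room temperature with a 500nM (2x) first reagent, then RGS4 at 900nM (2x) plus Transcreener GDP mix added; fluorescence polarization (620/688 nm) read before and after 90 min at 30 °C.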
# mIDH1 inhibitor = inhibitors of human mutant IDH1 R132H; 390,000 compounds, 0.093% hits; Potency, µM (top dose mostly 76.6 µM), for inactives: top-dose activity change, negative = inhibition, actives largely listed as inhibitors; O75874; IDH1-R132H enzyme, NADPH consumption, diaphorase/resazurin fluorescence; AID 602179; also: potency is read from the fitted curve at half-maximal effect; % is scaled to controls: 0 for no effect and ±100 for the full control effect; nearly all actives have a fitted effect of over 65% in size
# Target sequence (O75874 whole entry R132H, stated change not applied): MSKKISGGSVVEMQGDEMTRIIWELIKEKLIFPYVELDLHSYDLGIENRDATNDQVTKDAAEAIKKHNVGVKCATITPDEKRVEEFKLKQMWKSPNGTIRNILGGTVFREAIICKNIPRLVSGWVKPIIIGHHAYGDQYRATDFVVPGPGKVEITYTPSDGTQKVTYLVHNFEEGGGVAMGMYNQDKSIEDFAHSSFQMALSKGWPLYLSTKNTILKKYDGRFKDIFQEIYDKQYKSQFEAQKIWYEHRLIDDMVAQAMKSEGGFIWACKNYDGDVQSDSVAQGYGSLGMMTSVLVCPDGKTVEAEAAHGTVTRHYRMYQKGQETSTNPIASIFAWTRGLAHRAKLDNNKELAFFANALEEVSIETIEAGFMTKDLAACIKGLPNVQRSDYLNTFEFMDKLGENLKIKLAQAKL
#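 IDH1-R132H (0.5 ug/mL) preincubated 30 min with compound, then NADPH (0.016 mM) and alpha-KG (2 mM) added; 80 min at RT, pH 7.5. Remaining NADPH coupled via diaphorase/resazurin to fluorescence (540/590 nm); concentration-response curves normalized to no-enzyme control.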
# Vif-A3F inh = blocks the Vif interaction with APOBEC3F; HeLa A3F-eYFP + Vif (tagged APOBEC3F with the HIV-1 protein that degrades it), YFP fluorescence increase; Potency, µM (highest dose often 46.1 µM), for inactives: at the highest dose activity, negative = active; 390,000 compounds, 0.2% hits; also: potency is read from the fitted curve at half-maximal effect; % of control where 0% means no effect; nearly all actives have a fitted effect of over 65% in size
#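 HeLa cells stably expressing A3F-eYFP plus Vif, plated and incubated overnight at 37 deg C, then exposed to compounds overnight at 37 deg C. Blocked degradation read as raised yellow fluorescence (Ex 488/Em 500-530).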
# LDHA block = inhibitors of human lactate dehydrogenase A; P00338; purified LDHA, NADH/diaphorase-resazurin fluorescence; active compounds read low; activity change, % (values are at about 110 or 230 µM); 480,000 compounds, 0.15% hits; in the data active = activity change below about -30%; inconclusive = mostly about -25% to -30%;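 also: plate controls were DMSO wells for no effect and wells without enzyme for full effect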
#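 LDH5 2 nM; NADH 0.06 mM, pyruvate 0.2 mM; 200 mM Tris pH 7.4, EDTA, Tween-20; 5 min RT. Detection: diaphorase 0.133 mg/mL + resazurin 37 µM, fluorescence ex540/em590 at 0 and 20 min; normalized to enzyme-free and DMSO wells.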
# TrxR1 inh = rat TrxR1 inhibition. O89049. recombinant rTrxR1, NADPH fluorescence consumption, selenite substrate. AID 588453. Potency, µM (series often up to 114 µM), without a hit: at the top dose activity change, negative = inhibition, usual class: inhibitors. 390,000 compounds, 1% hits; also: potency is read from the fitted curve at half-maximal effect; % is scaled to controls: 0 for no effect and ±100 for the full control effect; nearly all actives have a fitted effect of over 65% in size
#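 Rat TrxR1 (90 nM in the dispensed reagent) was pre-reduced with 400 uM NADPH for 5 min at room temperature, then incubated with compound for 15 min. After 400 uM selenite was added, NADPH fluorescence (Ex 340/Em 450 nm) was followed for 8 min.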
# GRP78 ERSR act = inducers of ER stress response in human glioma cells | U87-MG GRP78 promoter luciferase reporter, 16 h | Potency, µM, for the others: at the top dose activation, actives largely listed as activators | 420,000 compounds, 0.02% hits; also: potency is read from the fitted curve at half-maximal effect; series mostly up to about 76 µM; % of control where 0% means no effect; nearly all actives have a fitted effect of over 35% in size
#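 Stably transfected U87-MG human glioma cells carrying a GRP78-based luminescent sensor were seeded at 1000 cells/well, pin-dosed with compounds and incubated 16 h. Luciferase reagent was then added, and end-point luminescence was read after 10 min at room temperature.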
# USP1-UAF1 inh = blocks the human USP1/UAF1 deubiquitinase complex. Potency, µM (doses to about 57.1 µM), inactives show at the top dose activity change, negative = inhibition, hits mostly inhibitors. O94782. 390,000 compounds, 0.23% hits. recombinant USP1/UAF1, Ub-Rhodamine cleavage fluorescence. AID 743255; also: potency is read from the fitted curve at half-maximal effect; % is scaled to controls: 0 for no effect and ±100 for the full control effect; nearly all actives have a fitted effect of over 60% in size; inactives centre near -12
#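 High-throughput fluorogenic screen: 1nM USP1/UAF1 complex, Ub-Rho substrate 150nM final, 50mM HEPES pH 7.8 with 0.5mM EDTA, 0.1 mg/ml BSA, 1mM TCEP and 0.01% Tween-20.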
# An asterisk follows results filed as active; ? = inconclusive; / = no result given; & = joins results of further samples; [ ] = another dose, or the depositor's remark. Unless noted, calls follow the shape of the dose curve; as a rule, active = well fitted curve in the direction sought with a large enough effect; inconclusive = small, poorly fitted or top-dose-only effect, or another doubt; inactive = no such curve, though single readings can be large; an effect the other way counts as inactive or inconclusive. The list is partial. The share of hits here may be higher or lower than overall.
# A first look (two entries):
SMILES,TrxR1 substrate,Vif-A3G inh,RGS4 inh,mIDH1 inhibitor,Vif-A3F inh,LDHA block,TrxR1 inh,GRP78 ERSR act,USP1-UAF1 inh
COC(=O)CN(C)C(=O)c1ccc(OC)c(OC2CCN(C(C)C)CC2)c1,5%,-1%,-3%,-1%,-9%,-2,16%,-2%,-22%
COc1ccc(-c2cn(CCC(=O)O)c(-c3ccc(Cl)nc3)n2)cc1,7%,-8%,-2%,4%,-5%,2,3%[57.1 µM],2%,-12%

# This part in full, repeating the preview:
SMILES,TrxR1 substrate,Vif-A3G inh,RGS4 inh,mIDH1 inhibitor,Vif-A3F inh,LDHA block,TrxR1 inh,GRP78 ERSR act,USP1-UAF1 inh
COC(=O)CN(C)C(=O)c1ccc(OC)c(OC2CCN(C(C)C)CC2)c1,5%,-1%,-3%,-1%,-9%,-2,16%,-2%,-22%
COc1ccc(-c2cn(CCC(=O)O)c(-c3ccc(Cl)nc3)n2)cc1,7%,-8%,-2%,4%,-5%,2,3%[57.1 µM],2%,-12%
CN(C)S(=O)(=O)Nc1ccc(-c2cn3ccsc3n2)cc1,0%[57.1 µM],4%,3%,1%,2%,-1,11%[57.1 µM],-1%,-13%
Cc1cccc(COCC(CC(C)C)N2CCN(C(=O)c3ccc(C(F)(F)F)cc3)CCC2=O)c1 (stereo not drawn),-13%,1%,-4%,-5%,12%,1,2%,2%,-14%
CCc1nc(SCc2cc(=O)c3cc(F)ccc3[nH]2)n[nH]1,-2%[57.1 µM],0%,-11%,22%,1%,-9,6%[57.1 µM],-4%,-23%
Cn1c(/N=C/c2cccs2)nc2ccccc21,4%,-1%,-16%,-2%,-1%,-6,14%,-3%,-20%
CC(Nc1ccc([N+](=O)[O-])cc1[N+](=O)[O-])c1ccccc1 (stereo not drawn),-17%,-20%,-10%,5%,10%,-11,-15%,-4%,-8%
O=C(CNC(=O)c1ccc(Br)cc1)NCC(=O)OCC(=O)c1ccc(F)cc1,-4%,1%,20%,-3%,2%,0,19%,-3%,-14%
COc1ccccc1NC(=O)CN(C)S(=O)(=O)c1ccc(F)cc1,6%[57.1 µM],-4%,10%,2%,7%,1,6%[57.1 µM],-2%,-16%
CC(C)(C)c1ccc(C(=O)NC(=O)COC(=O)CCS(=O)(=O)c2ccccc2)cc1,-13%,-1%,-2%,-3%,-21%,-6,-4%,2%,-5%
Cc1cc(-n2c(SCCC#N)nnc2-c2cccnc2)ccc1Cl,5%,0%,-12%,0%,-4%,-2,13%,-4%,-12%
COc1ccc(OCc2cccc(C(=O)NN)c2)cc1,6%,0%,-3%,-2%,-9%,-6,5%,-13%,-11%
CN(Cc1ccccc1)c1ccc(-c2nc(-c3ccccc3)no2)cc1[N+](=O)[O-],-5%,4%,-12%,10%,-8%,-3,1%,-1%,-26%
O=C(Nc1ncc2c(n1)-c1ccccc1OC2)c1ccc(Cl)cc1Cl,40%[activator],-6%,4%,11%,5%,-6,34%,-3%,-14%
COc1ccc(S(=O)(=O)Nc2nnc(C)s2)cc1,5%,1%,-32%,-2%,-17%,-6,9%,-5%,-12%
Cc1cc(N2CCOCC2)nc2ccc(NC(=S)NC(C)C)cc12,11%,5%,0%,-5%,-1%,6,-13%,-2%,-8%
CCCc1cc(NCC2CCCO2)n2c(nc3ccccc32)c1C#N (stereo not drawn),360%[activator],-8%,26%,15%,0%,-7,11%,0%,-14%
O=C1CCCc2c1cc(C(=O)Nc1ccc(Cl)cn1)c(=O)n2-c1ccccc1,8%[57.1 µM],0%,-23%,5%,-1%,6,7%[57.1 µM],-3%,-20%
COc1ccccc1OCCCn1c(C2CC(=O)N(c3ccccc3Cl)C2)nc2ccccc21 (stereo not drawn),1%,-3%,-28%,9%,1%,1,10%,0%,-14%
COc1ccc(S(=O)(=O)N2CCC(c3nnnn3-c3ccccc3)CC2)cc1OC,9%,5%,26%,18%,0%,-1,50%[activator],-2%,-5%
O=C(Nc1cccc(C(=O)N2CCOCC2)c1)C1CC1,-5%,0%,7%,-2%[38.3 µM],3%,-4,2%,-4%,-19%
Cc1cc(=O)n2c(-c3ccc(Cl)cc3)csc2n1,1%[57.1 µM],-4%,-10%,0%,6%,0,18%[57.1 µM],-6%,-7%
O=C1C=C(c2cc3ccccc3o2)C[C@@H](c2ccc(F)cc2)C1,-8%[57.1 µM],-1%,-2%,12%,4%,-6,4%[57.1 µM],-3%,-25%
CCOC(=O)c1sc(SC)c(C(C)=O)c1C,-10%[57.1 µM],-6%,-23%,6%,0%,1,5%[57.1 µM],4%,-16%
CCOC(=O)c1c(C)c(C(=O)NCc2ccc(Cl)cc2)c(C)n1C,-5%,5%,13%,1%,-12%,-3,6%,-2%,-9%
CCCCC1(CO)C(=O)N(c2ccccc2)N(c2ccccc2)C1=O,1%,0%,-11%,8%,-9%,-1,7%,-2%,-8%
Cc1cccc(N(CC(=O)Nc2ccc(CC#N)cc2)S(C)(=O)=O)c1,3%,1%,-4%,2%,8%,1,24%[57.1 µM],-4%,-7%
COc1ccc(C2CC2/C(C)=N/OC(=O)C2CC2)cc1 (stereo not drawn),2%[57.1 µM],-7%,8%,-6%,19%,-5,2%[57.1 µM],1%,-16%
Cn1nc(C(=O)NCc2ccc(Cl)cc2)c2c1-c1ccccc1S(=O)(=O)C2,-1%&-15%,-4%&-2%,25%&3%,0%&0%,9%&-10%,-4&-11,25%&-19%,-5%&-7%,-14%&-19%
CCC(CO)N=CC1=C(O)CC(C)(C)CC1=O (stereo not drawn),2%[57.1 µM],-4%,-10%,7%,0%,-1,0%[57.1 µM],2%,-1%
Cc1c(Cl)cccc1NC(=O)CSc1ncc(S(=O)(=O)c2ccc(C(C)C)cc2)c(=O)[nH]1,-6%,3%,0%,-22%,-2%,-9,-4%,-3%,-20%
Cc1ccc(S(=O)(=O)N2[C@@H](c3ccc(F)cc3)C(C(=O)O)=C[C@H]2CC2CCCC2)cc1,-6%,-11%,20%,-2%[38.3 µM],0%,-8,6%,-1%,-7%
CC(C)CCOc1ccc(Cn2c(=O)sc3ccccc32)cc1,-3%,-1%,10%,19%,-5%,2,17%,-1%,?
CCN1C(=S)N[C@@H](c2cccs2)C(C(=O)OC)=C1C,-3%,-8%,6%,-3%,1%,-9,0%,-4%,8%
O=C(O)CN1C(=O)/C(=C\c2ccc(OC(=O)c3ccco3)cc2)SC1=S,-4%[57.1 µM],-8%,?,-3%,-27%,3,-7%[57.1 µM],2%,-22%
COCCn1c(-c2ccc(Br)cc2)nc2oc3cc(OC)ccc3c(=O)c2c1=O,0%,-2%,-7%,-5%,-1%,-6,10%,-2%,-18%
CCOC(=O)NC(Nc1sc2c(c1C(=O)OC)CCN(C)C2)(C(F)(F)F)C(F)(F)F,2%,-2%,12%,-4%,-1%,-2,-12%,0%,-12%
COC(=O)N(NC(=O)C(O)(C(C)C)C(C)C)c1ccccc1,17%[57.1 µM],1%,-12%,0%,0%,-8,38%[activator][57.1 µM],-10%,-19%
O=[N+]([O-])c1ccc(S(=O)(=O)NCCS(=O)(=O)N2CCN(c3ccccc3)CC2)cc1,0%,0%,10%,7%,2%,0,22%,-2%,-12%
O=C(N=Nc1c(O)[nH]c2ccc(Br)cc12)c1ccco1,/,-1%,/,-1%,-8%,1,/,3%,-7%
Cc1ccc(C(=O)Nc2ccc3c(c2)OCO3)cc1,9%,1%,18%,2%,-1%,10,20%,-7%,-25%
O=C(OCC(=O)N1CCN(c2ccccc2)CC1)c1ccccc1OC(F)F,-9%,0%,-18%,6%,0%,-3,-2%,0%,-12%
COC(=O)C1=C(C)NC(C)=C(C(=O)OC)C1c1ccc(OC(=O)c2oc3ccccc3c2C)c(OC)c1,31%[activator],-2%,8%,-3%,-11%,-2,61%[activator],0%,-20%
CN1CCCCCC1=NC1=C(C#N)CCCC1,9%[57.1 µM],-3%,31%,1%,10%,-12,11%[57.1 µM],-3%,-5%
Cc1cc(NCc2ccco2)nc(N2CCC(C(=O)NC3CCCCC3)CC2)n1,8%[57.1 µM],-3%,-2%,11%,-2%,-6,16%[11.4 µM],-3%,-14%
COc1cccc(C=NNC(=O)C(C)SC(C)C(=O)NN=Cc2cccc(OC)c2)c1 (stereo not drawn),7%,0%,-3%,0%,3%,-12,-8%,-3%,?
CN(C(=O)CO/N=C/c1ccc(Cl)cc1)c1ccccc1,7%[57.1 µM],-6%,-16%,1%,-5%,-5,7%[57.1 µM],1%,?
COc1ccc(/C=C/C(=O)Nc2ccc(C)cc2)cc1,-7%,-3%,20%,0%,2%,-3,-1%,-3%,-15%
COc1cccc(-c2nc3n(n2)CCc2ccccc2-3)c1,/,-6%,/,10%,3%,-7,/,4%,-6%
CC(C)(C)c1cc(C(=O)O)c(CN2CCCCC2)o1,-5%,0%,-13%,0%,-3%,-4,4%[57.1 µM],-2%,-12%
COc1cc(/C(O)=C(\C#N)c2nc3ccccc3[nH]2)cc(OC)c1OC,6%,-8%,-22%,13%,-15%,4,-12%,2%,-9%
c1ccc2c(c1)nc(-c1ccncc1)n1nnnc21,5%,0%,22%,-1%,6%,-6,2%,-1%,-10%
